# Assay outcomes: PubChem BioAssay, several laboratories
# MC4R barr agon – human MC4R agonism via beta-arrestin; P32245; U2OS MC4R beta-arrestin complementation, luminescence; percent of melanotan II response, DMSO zero; activation, % at 8.9 µM; hit rate 0.98% among 360,000; AID 540308;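 active = activation above a per-plate cutoff, the mean activation of sample wells on that plate plus 3 SD, cut at about 8% in these data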
# N-glyco inh – blocks N-linked glycosylation in D54 reporter cells | D54 ERlucT glycosylation luciferase reporter, 24 h; percent of 100 nM tunicamycin response | reporter increase, % at 12.5 µM | hit rate 0.23% among 360,000 | AID 588692;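 active = mean luciferase reporter signal, scaled so untreated is 0 and the glycosylation-blocking control 100, at or above a set limit in every replicate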;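 note: luciferase carries N-glycosylation sites so blocking glycosylation raises the light; 0% = median of neutral control wells and 100% = median of 100 nM tunicamycin wells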
# TLR9-MyD88 block – blocks human TLR9 binding to MyD88 | Q9NR96+Q99836 | CHO BLA complementation TLR9-MyD88, CCF4 FRET ratio | inhibition, % at 4.98 µM | hit rate 0.21% among 340,000;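 active = inhibition above the mean over all tested compounds plus 3 SD, cut at about 21% in these data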;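 note: 0% = DMSO only wells and 100% = clavulanate BLA inhibitor control wells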
# ABCB6 inh MLPCN – blocks the human ABCB6 transporter | K562-ABCB6 porphyrin accumulation, flow cytometry, 1 h; active compounds read low | fluorescence ratio to DMSO, % at 10 µM | hit rate 0.19% among 360,000;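 active = fluorescence ratio to DMSO below 75%, the collection mean minus 3 SD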;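 note: signal is porphyrin accumulated inside mitochondria; 100% equals median channel fluorescence of DMSO control wells; lower ratio means ABCB6 inhibition with less porphyrin fluorescence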
# m5-HT2A agonist – activates the mouse 5-HT2A serotonin receptor | CHO-K1 mHTR2A beta-arrestin complementation, luminescence; percent of 30 µM serotonin response | activation, % at 7.6 µM | hit rate 0.66% among 360,000;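 active = activation above a run cutoff, the mean activation of all tested compounds plus 3 SD, cut at about 14% in these data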;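 note: 0% = plate median of compound wells and 100% = 30 µM serotonin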
# ABHD5-PLIN5 inh – inhibitors of human ABHD5-perilipin-5 interaction; Split G. princeps luciferase complementation, luminescence, 4 h; inhibition, % at 4 µM; hit rate 0.78% among 360,000; AID 602281;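 active = inhibition above the mean inhibition across every tested compound plus 3 SD, cut at about 22% in these data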;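 note: 0% = DMSO only wells and the 100% control is not disclosed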
# NCOA2 inhibitor – human SRC2 (NCOA2) inhibition | HEK293 GAL4-SRC2 luciferase reporter, luminescence | inhibition, % at 9 µM | hit rate 0.17% among 370,000 | AID 651957;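 active = inhibition above the mean inhibition of all tested compounds plus 3 SD, set per campaign, cut at about 52% in these data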;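 note: 0% = DMSO treated cells and 100% = cells given Gossypol at 36 µM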
# NOD2 RIPK2 PPI – NOD2-RIPK2 protein interaction inhibition; O43353; CHO BLA complementation NOD2-RIPK2, CCF4 ratio; inhibition, % at 4.98 µM; hit rate 0.38% among 360,000; AID 624267; in the data active = inhibition above about 21%;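 note: 0% = vehicle only and 100% = reference blocker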
# Cardio protect – modulators protecting cardiomyocytes from myocardial damage; H9c2 cardiomyocytes, H2O2 injury protection, ATPLite, 2 h; protection from H2O2 cell death, % at 20 µM; hit rate 0.63% among 360,000; AID 588492;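 active = compounds giving at least 50% protection of heart cells from peroxide-induced death in the single-dose screen, raw or plate-pattern-corrected value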;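 note: 0% = DMSO wells with peroxide and 100% = DMSO wells without peroxide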
# MC4R antagonist – blocks human MC4R cAMP signaling; inhibition, % at 6.5 µM; hit rate 0.48% among 360,000; MC4R-expressing cells, MTII-stimulated cAMP, LANCE TR-FRET;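 active = inhibition above its plate's cutoff, the mean of tested wells on that plate plus 3 SD, cut at about 29% in these data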;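 note: 0% = Melanotan II alone and 100% = Melanotan II plus saturating MCL0020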
#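 System – human MC4R-expressing U2OS cells · Also added – Melanotan II · Dosing – one concentration, 6.5 µM nominal · Timing – 30-min compound, 1-h challenge, 1-h detection, room temperature · Measured by – Eu-cAMP/anti-cAMP TR-FRET, emission 671 nm · Replicates – singlicate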
# * = called active by the depositor; / = not tested or not shown. These rows are one share of the data; the hit share may differ from the screen's.
canonical_smiles,NCOA2 inhibitor,MC4R antagonist,N-glyco inh,m5-HT2A agonist,ABCB6 inh MLPCN,TLR9-MyD88 block,NOD2 RIPK2 PPI,MC4R barr agon,Cardio protect,ABHD5-PLIN5 inh
Cc1nn(C)cc1/C=C1/CC2C3CC=C4CC(O)CCC4(C)C3CCC2(C)C1=O (stereo unspecified),-15,2,0,2,97,4,11,0.9,-4,-2
COc1ccc(OC)c(NP(=O)(Oc2ccc(Cl)cc2)Oc2ccc(Cl)cc2)c1,-20,5,3,0,99,4,0,-0.4,-6,-4
CC(C)(C)C(=O)c1cn(CC(=O)NCc2ccco2)c2ccccc12,-17,16,2,6,102,-4,-11,-3.9,6,-2
C=CCn1c(O)c(C=Nc2ccc(N(CC)CC)cc2)c(=O)[nH]c1=O,1,-4,4,3,113,2,-9,0.6,0,-1
COc1cc(CN=C(C)c2c(O)n(C3CCCCC3)c(=O)[nH]c2=O)cc(OC)c1,-13,-12,0,-6,97,-10,6,2.4,-8,2
COc1cc(-c2ccc(N)c(OC)c2)ccc1N,-21,-9,-1,-2,98,-5,1,-2.5,-2,1
CCCC[N+]1(C)C2CC(OC(=O)C(CO)c3ccccc3)CC1C1OC12 (stereo unspecified),2,-1,0,2,103,3,0,0.0,14,-4
O=C(c1cc(S(=O)(=O)N2CCC3(CC2)OCCO3)ccc1F)N1CCC2(CC1)OCCO2,11,-10,-1,5,93,-10,-3,-0.5,4,-2
O=c1[nH]c(=O)n(CCC2=CCCCC2)c(O)c1C=NCc1cccnc1,10,5,0,3,87,-2,-10,-1.3,-2,2
C[C@]12CCC3C(C1CCC2=O)[C@H](O)C[C@H]1C[C@@H](O)CC[C@]31C (stereo partly specified),-10,6,0,7,97,-9,-6,-2.2,0,-6
O=C(N/N=C1/CN2CCC1CC2)c1cc2ccccc2cc1O,-6,19,2,-1,103,4,6,-0.4,10,-4
N[C@@H](Cc1c[nH]c2ccccc12)c1nnc(SCc2ccc(F)cc2)o1,-8,15,0,-3,78,3,1,0.2,4,-2
O=C1CN=C(c2ccc(Br)cc2)c2c(sc3c2CCCC3)N1CCN1CCCCC1,16,18,-8,-4,95,-16,4,-2.2,-2,4
Cc1cc(C)cc(-n2c(O)c(C=Nc3ccc(N4CCOCC4)cc3)c(=O)[nH]c2=S)c1,5,-4,5,2,99,13,4,-1.0,-2,-6
CCC1(CC)C(=O)NC(=Nc2cccc(C(F)(F)F)c2)NC1=O,-4,4,0,1,91,-6,-4,-1.7,4,5
CS(=O)(=O)c1ccc(C2=C(CNC(=O)c3ccncc3)[C@H]3CC[C@@H](C2)N3Cc2ccccc2)cc1,-7,-1,1,-3,93,4,3,-1.2,-3,3
COc1ccc(-c2ccc3c(c2)CN(CC(C)C)Cc2cnnn2-3)cc1,20,/,-1,8,101,/,-8,/,1,1
CCCC(C)C1(CC)C(=O)NC(=Nc2ccc(OC)cc2)NC1=O (stereo unspecified),-16,1,-2,5,100,-3,-14,-2.9,1,3
COc1ccccc1N1CCN(Cc2ccccc2F)CC1,-20,3,2,4,105,-1,1,-1.0,-1,-9
CCC/C=N/O,-6,10,1,2,102,-6,2,-0.1,4,2

# Next section, starting with the last 5 of the part before.
canonical_smiles,NCOA2 inhibitor,MC4R antagonist,N-glyco inh,m5-HT2A agonist,ABCB6 inh MLPCN,TLR9-MyD88 block,NOD2 RIPK2 PPI,MC4R barr agon,Cardio protect,ABHD5-PLIN5 inh
CS(=O)(=O)c1ccc(C2=C(CNC(=O)c3ccncc3)[C@H]3CC[C@@H](C2)N3Cc2ccccc2)cc1,-7,-1,1,-3,93,4,3,-1.2,-3,3
COc1ccc(-c2ccc3c(c2)CN(CC(C)C)Cc2cnnn2-3)cc1,20,/,-1,8,101,/,-8,/,1,1
CCCC(C)C1(CC)C(=O)NC(=Nc2ccc(OC)cc2)NC1=O (stereo unspecified),-16,1,-2,5,100,-3,-14,-2.9,1,3
COc1ccccc1N1CCN(Cc2ccccc2F)CC1,-20,3,2,4,105,-1,1,-1.0,-1,-9
CCC/C=N/O,-6,10,1,2,102,-6,2,-0.1,4,2
CCOC(C[n+]1c(-c2ccccc2)cc(C)cc1-c1ccccc1)OCC,15,-1,0,8,96,-2,-6,-0.8,-5,3
C[N+]12CN3CN(CN(C3)C1)C2,-70,6,1,3,94,5,1,-1.3,10,5
N/C(=N\N=C\c1ccc(O)cc1O)N[N+](=O)[O-],4,-11,1,-1,96,5,-7,-1.9,4,3
Cc1ccc(N=C(/N=C(\N)N[N+](=O)[O-])Nc2ccc(C)cc2)cc1,-13,5,1,-4,100,2,10,-3.7,8,5
Cn1c(O)c(/C=C2\C=Nc3ccccc32)c(=O)n(C)c1=O,-16,11,2,0,101,0,-3,-0.6,7,35*
COc1ccc(Cn2c(O)c(C=NCCN3CCOCC3)c(=O)[nH]c2=O)cc1,-3,4,1,4,88,1,2,-1.7,2,1
COc1ccc(NP2(=O)NCCCN2)cc1,10,-2,1,4,96,4,-14,-0.8,-2,0
CCN(CC)C(=O)c1ccc(NC(=O)c2cccc(S(=O)(=O)N3CCN(C)CC3)c2)cc1,-13,13,0,0,97,-13,-4,-0.6,-5,-1
O=C(CN1CC=C(c2ccccc2)CC1)NC(=O)NCc1ccccc1,1,8,0,2,94,1,7,6.7,-3,-9
CN1C(=O)C(=Cc2c(OCc3cnc(Cl)s3)ccc3ccccc23)C(=O)N(C)C1=O,-22,4,0,4,103,2,-9,-1.6,1,17
CNC(=O)OCc1n(C)cc[n+]1C,10,3,-1,-3,104,-6,8,-2.5,8,1
OC1/C(=C/c2ccccc2C(F)(F)F)N2CCC1CC2 (stereo unspecified),9,9,0,-1,95,0,-9,0.6,2,3
O=c1c2ccccc2nc(-c2ccc(Cl)cc2Cl)n1-c1ccncc1,-12,1,2,1,102,4,-3,-1.3,3,1
COC(=O)C1=C(c2ccccc2OCc2ccccc2)C[C@@H]2CC[C@H]1N2C(=O)NCc1ccc([N+](=O)[O-])cc1,-2,-1,-3,-1,95,2,-7,0.0,9,-6
COC(=O)C1=C(c2cc3ccccc3s2)C[C@@H]2CC[C@H]1N2C(=O)NCc1ccco1,9,4,-4,-6,96,-3,8,1.0,0,9
COc1cc2nc(CN3CC=C(c4ccccc4)CC3)[nH]c(=O)c2cc1OC,44,13,7,-7,100,0,-8,2.0,-6,6
Cc1ccc2c(c1)CCCN2N=O,8,-3,1,2,98,-3,-13,-0.8,4,0
COC(=O)C1=C(c2ccc(-c3ccccc3)c(F)c2)C[C@@H]2CC[C@H]1N2C(=O)NCCNC(C)=O,7,4,-4,-11,99,-3,-8,-0.8,3,1
Cc1ccc(-n2c(O)c(/C=N/c3ncc(Br)cc3Br)c(=O)[nH]c2=O)cc1,3,19,-4,-2,100,-6,-4,-1.6,27,17
O=C1N[C@H](Cc2ccccc2)C(=O)N2[C@@H]3[C@H](C[C@@H]12)c1ccccc1N3OOSc1ccccc1,-1,5,2,5,98,-2,-5,-1.3,-1,9
CN1CCN(c2ccc([N+](=O)[O-])c(SCCO)c2)CC1,-4,4,1,-3,105,5,-12,-1.2,2,6
CN1CCN(Cc2cc(=O)n3ccsc3n2)CC1,-44,1,2,3,99,2,-15,-3.5,6,-5
CN1CCCN(C(=O)COc2ccc(F)cc2F)CC1,10,6,0,-7,93,-3,-2,-2.4,5,5
COC(=O)C(O)(c1c(C)[nH]n(-c2ccccc2)c1=O)C(F)(F)F (stereo unspecified),8,-4,1,0,95,6,-7,0.9,-10,-29
Cc1cnc(-n2c(=S)[nH]c3ccccc3c2=O)s1,-32,-5,2,-7,85,2,-2,-2.5,11,0
O=C(c1ccccc1[N+](=O)[O-])N1CCC2(CC1)OCCO2,4,0,1,5,101,13,2,2.0,2,-4
C=CCn1c(O)c(C(C)=NCCC2=CCCCC2)c(=O)[nH]c1=O,-5,0,4,0,97,9,-4,-0.6,19,0
CCC(=NCCCO)c1c(O)n(-c2ccc(OC)cc2)c(=O)[nH]c1=O,0,13,2,6,102,-10,-8,0.1,10,4
O=[N+]([O-])c1cc([As](=O)(O)c2ccc(O)c([N+](=O)[O-])c2)ccc1O,-12,7,1,-4,97,-3,10,-1.8,1,5
C[C@]12CCC(=O)C=C1CCC1C2CC[C@@]2(C)C1CC[C@@H]2O (stereo partly specified),2,-5,-1,1,99,-5,-19,-0.6,-2,7
COc1ccc(CCNCc2ccccc2F)cc1OC,-13,-1,0,17*,104,2,1,0.8,8,3
Cc1cc(=O)oc2cc(OCC(=O)N3C[C@H]4C[C@@H](C3)c3cccc(=O)n3C4)c(Cl)cc12,4,-7,2,0,99,-8,-6,-1.6,2,-2
O=C(/C=C/c1ccc(Cl)cc1)NC(=S)N1C[C@H]2C[C@H](C1)c1cccc(=O)n1C2,-9,12,-2,-2,97,-4,-12,-1.1,-1,5
O=C(O)CP(=O)(O)c1ccc(Cl)cc1,-10,6,1,8,105,0,2,2.5,-3,-4
CN(C)CCc1nn[nH]n1,2,6,3,4,107,2,-11,1.1,3,4
Cc1cc2ccccn2c1C(C[N+](=O)[O-])c1c(F)cccc1Cl (stereo unspecified),-1,8,3,-5,91,4,-4,1.4,-14,10
Cc1cc(N2CCNCC2)nc2ccccc12,14,-4,2,14,97,1,-9,0.4,5,6

# 5 entries picked at random from those above, as already listed:
canonical_smiles,NCOA2 inhibitor,MC4R antagonist,N-glyco inh,m5-HT2A agonist,ABCB6 inh MLPCN,TLR9-MyD88 block,NOD2 RIPK2 PPI,MC4R barr agon,Cardio protect,ABHD5-PLIN5 inh
O=C(c1ccccc1[N+](=O)[O-])N1CCC2(CC1)OCCO2,4,0,1,5,101,13,2,2.0,2,-4
CN1CCN(c2ccc([N+](=O)[O-])c(SCCO)c2)CC1,-4,4,1,-3,105,5,-12,-1.2,2,6
COC(=O)C(O)(c1c(C)[nH]n(-c2ccccc2)c1=O)C(F)(F)F (stereo unspecified),8,-4,1,0,95,6,-7,0.9,-10,-29
C=CCn1c(O)c(C(C)=NCCC2=CCCCC2)c(=O)[nH]c1=O,-5,0,4,0,97,9,-4,-0.6,19,0
C[C@]12CCC(=O)C=C1CCC1C2CC[C@@]2(C)C1CC[C@@H]2O (stereo partly specified),2,-5,-1,1,99,-5,-19,-0.6,-2,7
